Screening results as filed in PubChem BioAssay.
S1P3 antagonist – antagonists of human S1P3 receptor; Q99500; 170,000 compounds, 0.27% hits; CHO S1P3 NFAT-BLA reporter, FRET fluorescence, antagonist mode; inhibition, % at 4.98 µM;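 active = inhibition above the plate cutoff, the mean inhibition of test wells on that plate plus 3 SD, cut at about 28% in these data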;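 also: cells challenged with S1P at its EC80 of 0.8 µM; blue over green emission ratio from cleaved BLA substrate after 4 h stimulation; 0% = S1P-stimulated wells and 100% = unstimulated DMSO-only wells; some compounds past the cut are filed as inactive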
G6PDH counter – L. mesenteroides G6PDH inhibition counter-screen. 200,000 compounds, 0.12% hits. AID 1020. Purified L. mesenteroides G6PDH, diaphorase/resazurin coupled fluorescence, 45 min. inhibition, % at 5 µM; in the data active = inhibition above about 50%
PPARg SRC3 recr – promotes SRC-3 coactivator recruitment by human PPARgamma | activation, % at 8 µM | biochemical PPARgamma/SRC-3 coactivator recruitment assay | P37231 | 200,000 compounds, 0.26% hits | AID 731; in the data active = activation above about 23%;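 also: 0% = DMSO and 100% = reference agonist; some compounds past the cut are filed as inactive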
Target sequence (P37231 whole entry, looked up): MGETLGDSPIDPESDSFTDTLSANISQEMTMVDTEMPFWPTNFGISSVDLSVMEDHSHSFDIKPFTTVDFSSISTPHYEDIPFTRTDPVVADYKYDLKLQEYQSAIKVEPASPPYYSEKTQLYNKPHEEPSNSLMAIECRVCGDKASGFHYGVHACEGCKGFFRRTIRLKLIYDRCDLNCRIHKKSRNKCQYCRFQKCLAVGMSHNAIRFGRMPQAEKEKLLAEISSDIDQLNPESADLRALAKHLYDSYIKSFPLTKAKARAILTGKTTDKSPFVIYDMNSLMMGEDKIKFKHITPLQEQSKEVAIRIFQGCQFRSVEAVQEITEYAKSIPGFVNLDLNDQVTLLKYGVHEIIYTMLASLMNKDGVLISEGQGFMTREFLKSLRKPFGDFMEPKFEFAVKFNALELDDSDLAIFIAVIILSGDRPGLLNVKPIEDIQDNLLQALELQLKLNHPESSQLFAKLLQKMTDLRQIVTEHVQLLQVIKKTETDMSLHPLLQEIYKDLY
PPARg SRC-2 ag – agonists of SRC-2 recruitment by human PPARgamma; PPARgamma LBD-SRC-2 recruitment, biochemical; activation, % at 8 µM; 200,000 compounds, 0.34% hits; AID 1032; in the data active = activation above about 22%;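 also: 0% = vehicle and 100% = reference agonist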
PPARg SRC-1 ag – PPARgamma-driven SRC-1 recruitment agonism. 200,000 compounds, 0.41% hits. PPARgamma-SRC-1 coactivator recruitment biochemical assay. activation, % at 8 µM. P37231; in the data active = activation above about 19%;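 also: 0% = DMSO and 100% = reference agonist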
PMI act satM6P – increases human PMI activity with near-saturating mannose 6-phosphate | activation factor at 20 µM | 190,000 compounds, 0.34% hits | AID 1216 | coupled PMI enzyme assay, resazurin fluorescence, 20 min; stronger effect = higher value; 1 = untreated enzyme, 0 = substrate-free blank;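 active = activation factor of 2 or more at 20 µM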
Target sequence (P34949 whole entry, looked up): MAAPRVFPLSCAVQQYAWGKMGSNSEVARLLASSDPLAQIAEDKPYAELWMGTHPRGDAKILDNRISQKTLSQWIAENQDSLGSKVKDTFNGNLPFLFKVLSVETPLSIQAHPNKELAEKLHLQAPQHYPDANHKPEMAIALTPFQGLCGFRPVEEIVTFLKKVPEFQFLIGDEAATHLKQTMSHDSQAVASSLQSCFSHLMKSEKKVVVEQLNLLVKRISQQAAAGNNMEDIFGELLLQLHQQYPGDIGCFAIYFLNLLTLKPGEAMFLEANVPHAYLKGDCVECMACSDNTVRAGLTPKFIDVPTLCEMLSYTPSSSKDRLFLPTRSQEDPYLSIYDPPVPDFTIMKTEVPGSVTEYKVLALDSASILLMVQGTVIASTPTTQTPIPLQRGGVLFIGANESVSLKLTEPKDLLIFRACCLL
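Material: human phosphomannose isomerase with PGI, G6PDH, diaphorase coupling enzymes; amount: PMI at 15 ng/mL final; also added: Mannose-6-phosphate 1.0 mM (near-saturating) plus 0.22 mM NADP+; incubation: enzyme reaction with compound 20 min at room temperature; signal: resorufin fluorescence (Ex 544/Em 590 nm) from resazurin via diaphorase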
SRC2 TRFRET art – flags TR-FRET format artefacts in PPARgamma SRC-2 recruitment agonist screen | TR-FRET artefact counter-screen; stronger effect = higher value | TR-FRET ratio at 8 µM | 200,000 compounds, 0.4% hits; in the data active = TR-FRET ratio above about 2000; also: inactives centre near 1500
Diaphorase inh – diaphorase inhibition or chemical oxidation counter-screen | AID 1217 | inhibition, % at 20 µM | 190,000 compounds, 0.69% hits | diaphorase resazurin-to-resorufin fluorescence, NADH, 16 min; bacterial (C. kluyveri) enzyme, not human;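 active = primary screen inhibition at 20 µM above a set limit, cut at about 50% in these data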;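 also: plate controls were DMSO with full reaction for no effect and wells lacking NADH for full effect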
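System: Bacterial diaphorase enzyme (C. kluyveri) | Incubation: 16-min room-temperature incubation before reading | Benchmarks: No-NADH positive control and DMSO neutral control | Measured by: Resorufin fluorescence 544/590 nm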
Diaphorase act – activates diaphorase or chemically reduces, flagging diaphorase assay artifacts | Diaphorase/resazurin coupled assay, resorufin fluorescence, 16 min; stronger effect = higher value; 1 = vehicle wells, 0 = NADH-free wells | activation factor at 20 µM | 190,000 compounds, 0.005% hits | AID 1229;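 active = diaphorase activity raised at least twofold by the compound at 20 µM; inactive = activation factor below 2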
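Test system: Clostridium kluyveri diaphorase, purified enzyme; input: enzyme 0.07 U/mL final; buffer or medium: 50 mM HEPES pH 7.4 with 4.542 mM MgCl2, 0.005% Tween 20; also added: 0.114 mM NADH and 0.1 mM resazurin, final amounts; schedule: 16 min enzyme reaction, ambient temperature; technique: fluorescence of resorufin, 544 nm excitation, 590 nm emission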
PMI act – activators of human phosphomannose isomerase | P34949 | purified human PMI, coupled resazurin fluorescence, 20 min; stronger effect = higher value; 1 = vehicle control, 0 substrate-free wells | activation factor at 20 µM | 190,000 compounds, 0.005% hits | AID 1214;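 active = activation factor of 2 or more at 20 µM, relative to plate controls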
ROMK primary – human ROMK K+ channel modulation, primary screen | P48048 | Tet-inducible ROMK, thallium flux fluorescence; actives lie on both sides | B-score at 10 µM | 130,000 compounds, 2% hits;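 active = signal ratio slope over the read window, or its plate-corrected B-score, at least 3 SD from the plate mean, either direction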;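 also: B-score of the F/F0 ratio slope over 7 to 12 s after thallium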
An asterisk follows results filed as active; / = no result given. Compounds were not picked by outcome; overall some 3.3% were active at least once.

The line under a structure holds: PPARg SRC-2 ag, PMI act, Diaphorase inh, PPARg SRC3 recr, Diaphorase act, G6PDH counter, SRC2 TRFRET art, PPARg SRC-1 ag, PMI act satM6P, ROMK primary, S1P3 antagonist
> Cc1ccccc1C(=O)N(C)Cc1ccccc1
    7, 0.9, 11, 9, 0.9, 0, 1569, 0, 0.9, 0.44, 21
> COc1cc(C(=O)N/N=C(\C)Cc2ccccc2)cc(OC)c1OC
    8, 0.9, 16, 5, 0.8, 8, 1645, 7, 0.9, 0.037, 13
> O=S(=O)(Nc1ccccn1)c1ccc(Oc2ccccc2)cc1
    4, 0.9, -3, 2, 1, 4, 1384, 0, 1, /, -16
> O=[N+]([O-])c1cc(S(=O)(=O)N2CCCCC2)ccc1NCc1cccc(Cl)c1
    9, 0.9, 18, 5, 0.8, 9, 1673, 5, 1, /, 9
> O=C(NC(Cc1ccccc1)C(=O)NC(Cc1ccccc1)C(=O)O)c1ccccc1 (centres undefined)
    -2, 0.9, 12, 2, 0.9, 19, 1345, -5, 0.9, 0.011, 1
> CC(=O)Nc1ccc(S(=O)(=O)Nc2nc(C)cc(-n3nc(C)cc3C)n2)cc1
    3, 1, -2, -1, 1, 3, 1378, -2, 1, /, -6
> CNC(=S)NCc1ccc(OC)cc1
    -3, 1.1, 7, -3, 0.9, 4, 1481, -4, 1.1, 0.35, 11
> Cc1ccc(CNC(=O)/C=C/c2ccc(Br)o2)cc1
    -3, 1.1, 8, 0, 0.9, 7, 1534, 4, 1.2, /, 5
> CCOc1cc(S(=O)(=O)N2CCN(Cc3ccccc3)CC2)ccc1Br
    14, 0.9, 1, 5, 1, 14, 1627, 8, 1.1, /, -5
> c1cnc(Oc2ccc(-c3nnco3)cc2)cn1
    -3, 1, 5, 3, 0.9, 3, 1363, -10, 1.1, /, -33
> Cc1ccc(N2CC(C(N)=O)CC2=O)cc1 (centres undefined)
    7, 1.2, 4, 1, 1, 2, 1550, 7, 1.3, 0.53, -4
> COc1ccccc1C1(CC(=O)N2CCCCC2)CCOC(C(C)C)C1 (centres undefined)
    -4, 1.1, 10, -1, 0.9, 5, 1375, 0, 0.9, /, /
> CN1CCN(S(=O)(=O)c2cccc(S(=O)(=O)c3ccc(Cl)c(Cl)c3)c2)CC1
    -9, 1, 10, -6, 0.9, 5, 1496, 2, 1, -1.4, /
> O=C(Nc1ccccc1)/C(=C/c1ccccc1)c1ccccc1
    8, 1, 12, 5, 0.9, 3, 1552, -2, 1, /, /
> COc1ccc2[nH]c(=O)c(CN(CCN3CCCC3)C(=O)Nc3ccccc3Cl)cc2c1
    /, 1, 14, /, 0.9, 8, /, /, 0.8, /, -8
> Cc1cccc2c(SCC(=O)NCC3CCCO3)nc(-c3ccc(F)cc3)nc12 (centres undefined)
    -1, 1, -6, -3, 1.1, 6, 1590, 0, 1, /, /
> CCn1c(C)nc2cc(C(=O)NNC(=S)Nc3ccccc3)ccc21
    9, 0.9, 21, 7, 0.8, 11, 1693, 4, 1, 0.49, -3
> O=C(N/N=C/c1sc2ccccc2c1O)c1cccc2ccccc12
    -5, 0.9, 24, 1, 0.8, -24, 1595, 10, 0.8, -0.16, -7
> CC(C)(C)C(=O)Nc1nnc(CC(=O)NCc2ccccc2)s1
    2, 0.9, 18, 2, 0.8, -3, 1530, 2, 0.9, 0.85, -8
> CN(C)[C@@H]1CCC[C@H]1OC(=O)C(c1ccccc1)c1ccccc1
    4, 1, 17, -2, 0.8, 2, 1384, 1, 1.1, 0.057, 1

Random excerpt: 2 entries already listed, in no set order.
The line under a structure holds: PPARg SRC-2 ag, PMI act, Diaphorase inh, PPARg SRC3 recr, Diaphorase act, G6PDH counter, SRC2 TRFRET art, PPARg SRC-1 ag, PMI act satM6P, ROMK primary, S1P3 antagonist
> Cc1cccc2c(SCC(=O)NCC3CCCO3)nc(-c3ccc(F)cc3)nc12 (centres undefined)
    -1, 1, -6, -3, 1.1, 6, 1590, 0, 1, /, /
> COc1ccc2[nH]c(=O)c(CN(CCN3CCCC3)C(=O)Nc3ccccc3Cl)cc2c1
    /, 1, 14, /, 0.9, 8, /, /, 0.8, /, -8

The list goes on.
The line under a structure holds: PPARg SRC-2 ag, PMI act, Diaphorase inh, PPARg SRC3 recr, Diaphorase act, G6PDH counter, SRC2 TRFRET art, PPARg SRC-1 ag, PMI act satM6P, ROMK primary, S1P3 antagonist
> CCCCCCOC(=O)CCn1[nH]c(=O)c2ccccc2c1=O
    -5, 1.1, -3, -4, 1, 9, 1513, -4, 1, 1.6, /
> O=C(N/N=C/c1cc2ccccc2nc1Cl)/C(=C/c1cccs1)NC(=O)c1ccccc1
    -1, 0.9, 24, 1, 0.8, 6, 1484, -2, 0.9, 0.33, /
> N=c1oc2cc(O)ccc2cc1C(=O)Nc1nc2ccccc2s1
    -1, 0.9, 9, 6, 0.9, 3, 1568, 1, 0.9, /, -103
> Cc1cccc(-c2ncc(CN3CCN(CCC(C)C)C(CCO)C3)cn2)c1 (centres undefined)
    -4, 1.1, 1, 0, 1, 14, 1637, -2, 1, -0.58, -9
> Cc1nn(C)c(C)c1S(=O)(=O)N1CCC(C(=O)Nc2ccc3c(c2)OCCO3)CC1
    -7, 1, 10, -6, 0.9, 5, 1324, -3, 1, /, -3
> CC(Sc1nnc(COc2ccc([N+](=O)[O-])cc2)n1-c1ccccc1)C(=O)O (centres undefined)
    -2, 1, 2, -2, 1, -2, 1425, -2, 1, -0.096, 3
> CCc1c(C#N)c(SCCC(=O)Nc2ccc(F)cc2)nc2c1C(=O)CC(C)(C)C2
    2, 0.9, 19, 1, 0.8, -4, 1404, -4, 0.9, -2, /
> Cc1ccc(Cn2cnc3c(cnn3C(C)(C)C)c2=O)cc1
    7, 1, 6, 4, 0.9, 6, 1519, -8, 1.1, 0.85, 9
> CCCOc1ccc(C(=O)Nc2c[nH]c(=O)[nH]c2=O)cc1
    -10, 0.9, 15, -1, 0.8, 3, 1464, -5, 1, /, -11
> COc1ccc(/C=C2/SC(=O)N(CCCCCC(=O)Nc3ccccc3C(=O)O)C2=S)cc1
    2, 0.9, 50, 4, 0.5, 3, 1616, -6, 0.9, -0.087, -7
> CCOc1ccc(CCNC(=O)C2CCN(S(=O)(=O)N3CCCCC3)CC2)cc1OCC
    -5, 1.1, -7, -1, 1.1, -3, 1382, -6, 1.1, 0.53, 5
> COc1cc(NC(=O)Cc2ccccc2OC)cc(OC)c1
    3, 1, -2, 12, 1, 4, 1572, 0, 1, 0.24, 6
> Cc1ccc(C)n1-c1ccc(C(=O)NN=C2CCCC2)cc1
    7, 1, 8, 1, 0.9, -1, 1644, 3, 0.9, -0.054, -16
> CC1=CC(C)(C)N(C(=O)CSc2nnc(-c3ccccc3)o2)c2ccc(C)cc21
    -5, 0.9, 7, -5, 0.9, 4, 1547, 3, 0.9, 0.28, -17
> CCc1nc(SCC(=O)c2cccc([N+](=O)[O-])c2)n[nH]1
    -8, 1, 6, -3, 0.9, 0, 1455, 1, 1, -0.0094, 1
> Cc1cc(C)c(C#N)c(Oc2ccc(O)cc2)n1
    0, 1, 12, -1, 0.9, -14, 1525, -3, 1, /, -5
> COc1cc2nc(C3CCC3)n(NC(=O)C3CCC3)c(=O)c2cc1OC
    1, 1.1, -10, 14, 1.1, 10, 1647, -4, 1, /, /
> O=C(CNS(=O)(=O)c1ccc(Br)s1)NCc1ccc2c(c1)OCO2
    0, 0.9, 20, -2, 0.8, -3, 1303, 6, 1, -0.19, 7
> COCc1cccc(NC(=O)Cc2cccc3ccccc23)c1
    10, 0.8, 14, -1, 0.9, 5, 1443, -3, 0.9, -1.3, -12
> CCn1c(C)nc2cc(C(=O)N=Nc3c(O)[nH]c4ccccc34)ccc21
    -1, 1, 24, -1, 0.8, 7, 1445, -2, 1, /, 4
> CCOC(=O)CNC(=S)N(Cc1cccs1)C1CCCC1
    -1, 1.1, 7, 5, 0.9, 0, 1608, -1, 1, 0.07, -1
> COc1ccc(-c2cc(C(=O)N3CCN(c4ccccc4OC)CC3)no2)cc1OC
    -13, 1, 10, -4, 0.9, 5, 1401, -3, 0.9, 0.67, 0
> COc1ccc(-c2noc(CN(C(=O)C(C)(C)C)C(C)C)n2)cc1
    6, 0.8, 8, 4, 0.9, 19, 1611, -3, 0.9, /, -20
> CN1CCc2cc3c(c4c2[C@H]1[C@H](O)c1ccccc1-4)OCO3
    -3, 0.8, 50, 2, 0.5, 58*, 1519, 4, 0.8, -0.37, 5
> N#C/C(=C\Nc1ccccc1SC(F)(F)F)c1nc(-c2ccc(F)cc2)cs1
    0, 1, -1, -2, 1, 7, 1380, -4, 1.1, /, 2
> N#Cc1ccc(C(=O)Nc2nnc(-c3cccs3)o2)cc1
    6, 1.1, 9, -3, 0.9, 11, 1459, 6, 1.1, /, 0
> CCOC(=O)Cc1sc(N)nc1C
    -6, 1, 2, 1, 1, -7, 1523, -7, 1.1, -0.0016, 8
> CC(C)[C@H](NC(=O)CCn1nnc2ccccc2c1=O)C(=O)O
    -4, 1, 11, -2, 0.9, 0, 1359, -7, 1, 0.48, 12
> COCC(C)n1c(C)cc(C(=O)COC(=O)c2oc3ccccc3c2C)c1C (centres undefined)
    8, 0.8, 23, -11, 0.8, 6, 1534, -1, 1, /, 0
> O=C(CN1CC(c2ccccc2)CC1=O)N/N=C/c1cc(Br)ccc1O (centres undefined)
    10, 0.9, 23, 0, 0.8, 7, 1431, 0, 1, -1, -9
> Cc1ccsc1C1C=C(c2cccc(Br)c2)Nc2ncnn21 (centres undefined)
    6, 1.3, 12, -1, 0.9, 0, 1569, 4, 1.6, -1.6, 27
> COc1ccc(C)cc1NC(=O)NC1CCN(Cc2ccccc2)CC1
    10, 0.9, 6, -1, 0.9, -10, 1664, 3, 0.9, /, 10
